rCAG binder: binds r(CAG) RNA repeats; r(CAG) RNA repeat, TO-PRO-1 dye displacement fluorescence; inhibition, % at 3 µM; 370,000 compounds, 1.3% hits; AID 651821;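 active = inhibition above the plate cutoff, the mean of all test compounds on that plate plus 3 SD, cut at about 35% in these data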;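 also: 0% = DMSO alone and 100% = 100 µM mitoxantrone as full dye displacement; higher means more dye released from RNA so lower well fluorescence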
SIAE primary: inhibitors of human sialic acid acetylesterase SIAE. Q9HAT2. SIAE FP-Rh probe binding, fluorescence polarization. inhibition, % at 9.66 µM. 370,000 compounds, 0.69% hits. AID 1053197;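 active = inhibition above a cutoff: mean of compounds within the control limits plus 3 SD of those, cut at about 17% in these data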;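 also: 0% = plate median of compound wells and 100% = probe without SIAE protein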
Target sequence (Q9HAT2 whole entry, looked up): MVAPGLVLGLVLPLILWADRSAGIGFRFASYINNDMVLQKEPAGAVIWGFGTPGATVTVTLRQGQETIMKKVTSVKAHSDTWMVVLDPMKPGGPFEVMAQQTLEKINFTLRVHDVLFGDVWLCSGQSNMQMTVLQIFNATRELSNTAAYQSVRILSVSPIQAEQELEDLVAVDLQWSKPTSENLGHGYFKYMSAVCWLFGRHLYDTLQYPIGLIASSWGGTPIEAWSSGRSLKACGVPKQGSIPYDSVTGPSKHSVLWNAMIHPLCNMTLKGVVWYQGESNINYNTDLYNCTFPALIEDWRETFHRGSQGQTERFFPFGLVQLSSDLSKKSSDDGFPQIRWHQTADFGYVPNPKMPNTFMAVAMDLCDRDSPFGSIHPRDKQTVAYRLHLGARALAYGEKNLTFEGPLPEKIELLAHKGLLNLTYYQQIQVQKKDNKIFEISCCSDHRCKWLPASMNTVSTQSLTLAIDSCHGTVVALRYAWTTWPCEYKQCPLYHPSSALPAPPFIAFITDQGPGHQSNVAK
MBD2 DNA inh: blocks human MBD2 binding to methylated DNA; Q9UBB5; TR-FRET, MBD2 binding to methylated oligonucleotide; inhibition, % at 4.4 µM; 370,000 compounds, 0.31% hits; in the data active = inhibition above about 13%
GC-B act: GC-B (human) receptor activation; HEK293-GC-B cells, CNP EC30, cGMP TR-FRET; 0% at EC30 CNP, 100% saturating CNP; activation, % at 10 µM; 370,000 compounds, 0.11% hits;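 active = activation at 10 µM reaching about 35% in either raw or pattern-adjusted values, limit read from the data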
TCR CD3 inh: human TCR-CD3 binding inhibition | TAMRA-labeled TCR probe fluorescence, biochemical | inhibition, % at 9.4 µM | 360,000 compounds, 0.37% hits; in the data active = inhibition above about 19%;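 also: recombinant mutant TCR 2C K166C tagged with TAMRA read by polarization; 0% = receptor in buffer alone and 100% = receptor with positive control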
mABHD4 FP: inhibitors of mouse ABHD4; Q8VD66; purified mABHD4, FP-Rh probe fluorescence polarization; inhibition, % at 8.92 µM; 370,000 compounds, 0.54% hits; AID 720543;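 active = inhibition exceeding the mean over every tested compound plus 3 SD, cut at about 30% in these data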;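 also: 0% = plate median of compound wells and 100% = S159A mutant with DMSO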
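Doses – 8.92 µM, single dose · Material – wild-type mouse ABHD4 protein · Replication – single well per compound (singlicate) · Measure – percent inhibition of probe binding, normalized to plate controls · Schedule – 45 min compound pre-incubation plus 60 min probe step, 25 °C · Detection – fluorescence polarization with parallel and perpendicular emission, 525/598 nm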
LEDGF integ inh: blocks HIV-1 LEDGF/p75-dependent DNA integration | TR-FRET IN-LEDGF/p75 DNA integration, Eu/Cy5 | inhibition, % at 3.7 µM | 370,000 compounds, 0.64% hits;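 active = inhibition above the screen-wide mean plus 3 SD, cut at about 13% in these data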;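 also: signal is the Cy5 over europium emission ratio at 671 and 618 nm; 0% = plate median of compound wells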
HTRA1 inh: blocks human HTRA1 serine peptidase. recombinant HTRA1, FP-rhodamine activity-based probe, fluorescence polarization. Q92743. inhibition, % at 5.96 µM. 340,000 compounds, 0.5% hits; in the data active = inhibition above about 36%;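 also: 0% = enzyme with DMSO and 100% = wells lacking enzyme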
PRMT1 FP inh: inhibitors of human PRMT1; recombinant PRMT1, activity-based probe fluorescence polarization; AID 652257; Q99873; 370,000 compounds, 1.3% hits; inhibition, % at 2.79 µM;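 active = inhibition above about 21% made by adding two undisclosed values, limit read from the data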
TDP2 absorb: blocks human TDP2 phosphodiesterase activity. 370,000 compounds, 0.34% hits. AID 720702. inhibition, % at 12.8 µM. recombinant TDP2, T5PNP hydrolysis, p-nitrophenol absorbance 415 nm. O95551;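 active = inhibition above the mean of all tested compounds plus 3 SD, set per campaign, cut at about 25% in these data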;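 also: 0% = DMSO with enzyme and 100% = buffer with substrate but no TDP2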
Target sequence (O95551 whole entry, looked up): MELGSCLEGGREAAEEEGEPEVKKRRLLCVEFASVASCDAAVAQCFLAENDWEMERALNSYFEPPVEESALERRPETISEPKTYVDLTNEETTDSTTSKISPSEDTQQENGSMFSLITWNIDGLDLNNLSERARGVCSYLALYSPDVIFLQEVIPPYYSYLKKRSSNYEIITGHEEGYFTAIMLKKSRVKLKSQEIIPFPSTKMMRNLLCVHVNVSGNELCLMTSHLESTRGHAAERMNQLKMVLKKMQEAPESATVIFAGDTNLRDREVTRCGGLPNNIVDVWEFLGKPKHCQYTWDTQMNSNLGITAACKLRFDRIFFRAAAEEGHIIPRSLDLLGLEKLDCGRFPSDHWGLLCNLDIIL
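Assay system: Recombinant human TDP2 | Quantity: 120 nM TDP2 per well | Incubation: 2 h at 37 °C | Signal: Epi absorbance | Evaluation: Percent inhibition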
Numbers without * were called inactive; nt = no result given. The list is partial (hit frequency here may not be typical).

Compound,rCAG binder,SIAE primary,MBD2 DNA inh,GC-B act,TCR CD3 inh,mABHD4 FP,LEDGF integ inh,HTRA1 inh,PRMT1 FP inh,TDP2 absorb
COC(=O)c1c(NC(=O)COC(=O)CNC(=O)c2cccc(OC(F)F)c2)sc(C)c1C,5,-7,-3,-3,1,-3,2,-7,-2,-6
O=C(CCS(=O)(=O)c1cccc2nsnc12)NC1CCCCCC1,5,-4,6,0,0,-9,2,1,6,-13
Cc1ccc(-c2nnn(CC(=O)N3CCN(c4nc5ccccc5s4)CC3)n2)cc1,-4,-7,-2,-8,6,5,2,3,1,6
CC=Cc1cc(OC)c2c(c1)C(C)C(c1ccc(O)c(OC)c1)O2 (centres undefined),4,9,2,-8,-5,-3,-6,-3,3,-4
O=C(NCCc1ccc(Cl)cc1)c1ccc(OCC2CCCO2)cc1 (centres undefined),-9,1,2,2,9,-2,-1,-12,1,-2
O=C(NCc1ccccc1F)C1CCCN1C(=O)Nc1cccc(F)c1 (centres undefined),-5,4,0,1,1,1,2,3,-1,-7
O=C1CN(C(=O)c2cc([N+](=O)[O-])ccc2Cl)C(c2ccccc2)c2cc(F)ccc2N1 (centres undefined),-2,3,-1,-5,12,0,-5,-12,1,-9
CCc1ccc2[nH]c(=O)c(CN(CCCO)C(=O)NCc3ccccc3)cc2c1,-5,-2,3,3,9,7,-4,-4,-1,8
O=C(CSc1nnc(-c2ccccc2)o1)OCc1ccccc1,-1,1,6,-8,7,2,0,-6,0,3
C#CCNC(=O)C1=C[C@@H](C)[C@H](CCCO)[C@@H](OCC)O1,8,-4,8,2,-8,-6,1,-2,5,-12
Nc1nc(SCC(=O)Nc2c(Br)cc([N+](=O)[O-])cc2Br)n[nH]1,-2,-3,-3,0,-3,0,0,0,-1,-4
Cc1ccc(C(=O)N(CN2CCCC2=O)c2ccc(F)cc2)cc1,-3,-1,0,2,5,3,-2,2,-2,-6
Nc1ccc(C(=O)N2N=C(c3ccccc3)CC2(O)C(F)(F)F)cc1 (centres undefined),2,0,3,3,4,2,-1,-7,1,-5
S=C1NC[C@H](Cc2ccccc2)N1CC1CCN(CCCC2CCCCC2)CC1,5,-2,0,4,1,5,4,nt,-5,4
CC(O)[C@H](NC(=O)C1CCN(C(=O)[C@H](Cc2ccccc2)NC(=O)OC(C)(C)C)CC1)C(=O)O (some centres undefined),6,-5,1,2,-3,-6,3,11,-5,0
CC(C)(C)S(=O)N1Cc2cc(C(=O)N3CCc4ccccc4C3)nc(-c3cccc(-c4ccncc4)c3)c2[C@H]1CCO (some centres undefined),18,-1,-1,13,-2,-1,9,nt,1,6
Cc1cccc(-n2cc(CN3CCN(C(=O)c4ncn[nH]4)CC3)c(-c3cccc(F)c3)n2)c1,1,-1,3,4,5,-3,0,-12,0,13
CCCOc1ccc(-c2nnn(CC(=O)c3c[nH]c4ccccc34)n2)cc1,10,-31,2,1,0,-7,-2,-1,-4,-4
COc1ccc(/C=C/C(=O)Nc2ccccc2C(F)(F)F)cc1OC,-2,4,-6,0,-4,-3,1,-2,-2,-10
O=C(CSc1nc2[nH]ncc2c(=O)[nH]1)Nc1cccc(Cl)c1,5,-4,7,-3,-10,1,0,0,1,4
COC(=O)c1cccc(NC(=O)c2ccccc2)c1,0,-2,-4,2,-5,1,-5,-1,4,-1
Cc1ccc(S(=O)(=O)/C(C#N)=C/c2c(N3CCOCC3)nc3c(C)cccn3c2=O)cc1,3,5,0,-6,1,-2,-1,nt,0,10
CCCCCCn1nc(C(=O)OCC(=O)NC2CCS(=O)(=O)C2)c2ccccc2c1=O (centres undefined),-5,6,3,4,-2,6,-4,2,3,3
O=C(c1cccnc1)N1CCN(C(=O)c2ccccc2F)CC1,-2,-1,1,4,-3,-4,1,2,3,3
CCCC(=O)NCn1nnc(-c2ccc(Cl)cc2)n1,1,-5,2,3,2,-2,-3,0,0,7
Cc1cc(C)c(C#N)c(Sc2ccccc2N)n1,0,0,4,5,6,2,-1,3,-1,5
O=C1CCSc2cccc3cccc(c23)N1,-2,-4,3,2,2,5,0,-9,1,-7
Cn1nnnc1SCc1ccc(C(=O)Nc2ccccc2F)cc1,0,2,3,5,-4,0,0,1,-3,0
OCC[C@H]1C[C@@H](O)[C@H](O)[C@@]2(CCc3ccccc3O2)O1,0,3,-1,4,8,-1,0,7,-1,-5
COc1cccc(C(NC(C)=O)c2nc(-c3ccc4c(c3)OCO4)cs2)c1 (centres undefined),0,-4,0,-2,-3,-1,2,nt,-3,-5

3 structures out of the list, ordered by formula weight, lowest first.
Compound,rCAG binder,SIAE primary,MBD2 DNA inh,GC-B act,TCR CD3 inh,mABHD4 FP,LEDGF integ inh,HTRA1 inh,PRMT1 FP inh,TDP2 absorb
OCC[C@H]1C[C@@H](O)[C@H](O)[C@@]2(CCc3ccccc3O2)O1,0,3,-1,4,8,-1,0,7,-1,-5
C#CCNC(=O)C1=C[C@@H](C)[C@H](CCCO)[C@@H](OCC)O1,8,-4,8,2,-8,-6,1,-2,5,-12
CCc1ccc2[nH]c(=O)c(CN(CCCO)C(=O)NCc3ccccc3)cc2c1,-5,-2,3,3,9,7,-4,-4,-1,8

Following part
Compound,rCAG binder,SIAE primary,MBD2 DNA inh,GC-B act,TCR CD3 inh,mABHD4 FP,LEDGF integ inh,HTRA1 inh,PRMT1 FP inh,TDP2 absorb
O=C(Cc1cc(=O)oc2cc(O)ccc12)NC(Cc1ccc(Cl)cc1)C(=O)O (centres undefined),4,0,5,12,-4,-5,4,1,-4,-18
COc1cc(/C=C(\NC(C)=O)C(=O)O)cc(OC)c1OC,2,5,1,3,4,5,2,nt,0,-11
CCN(CC)S(=O)(=O)c1ccc(N2CCOCC2)c(NC(=O)C(C)(C)C)c1,2,-1,-2,0,-2,5,2,-11,1,-3
C=CCNC(N)=S,1,-3,-1,0,0,1,2,4,0,-16
CCOC(=O)N1CCN(Cc2nnc(-c3cccc(Br)c3)o2)CC1,-3,-5,4,-7,-6,-17,3,2,8,-9
O=C(C[n+]1cc(-c2ccccc2)n2c1CCC2)OCc1ccccc1,4,-9,0,2,-8,-11,-4,2,-1,10
Cc1cc(Cl)ccc1OCC(=O)Nc1ccccc1N1CCOCC1,0,0,-2,-3,4,-13,0,-17,-2,-6
Nc1nnc(SCc2cccc(C(F)(F)F)c2)s1,1,1,-6,-2,2,-3,6,6,-2,-12
O=C(c1ccc(Br)s1)N1CCCC1,7,0,-2,-1,-7,-8,5,-1,-5,-15
O=C(CSc1nc2ccccc2[nH]1)NC(=O)NCc1ccco1,4,-2,2,-2,2,-3,2,-6,4,12
COC(=O)c1ccc(Cn2cc([N+](=O)[O-])cn2)cc1,0,2,-4,0,6,3,-2,8,0,7
O=C(O)COc1ccc(C(=O)Cc2ccc3c(c2)OCCCO3)c(O)c1,1,-3,0,1,2,-1,1,-3,2,6
C=CCOC(=O)C1=C(C)N=C2SCCC(=O)N2C1c1ccc(OC(=O)c2ccco2)cc1 (centres undefined),9,-37,4,7,-3,-19,-1,-24,0,-9
O=C(Nc1nccs1)c1ccc(-c2ccc(Cl)cc2Cl)o1,3,-1,1,-2,-3,0,-2,-6,-2,-13
Cn1c(SCC(=O)OCC(=O)c2ccccc2)nnc1-c1cccs1,-5,5,-1,-4,1,-1,0,11,-2,1
C=C(Br)Cn1c(CCC)nc2ccccc21,1,-2,-3,-2,5,-1,0,-1,-1,7
CCC1(c2ccccc2)NC(=O)N(CC(=O)N(C)CC(=O)Nc2cccc(F)c2)C1=O (centres undefined),-5,5,8,-1,11,-6,-1,7,-2,5
O=C1N=C(N2CCN(c3cccc4ccccc34)CC2)S/C1=C/c1cccs1,5,-3,3,-5,3,5,-1,-35,-1,-8
CS(=O)c1ccccc1-c1nc(-c2ccc(Cl)cc2)no1 (centres undefined),-2,-3,4,-2,8,-4,1,2,-1,6
COC(=O)c1scc(C)c1NC(=O)c1ccccc1F,-5,-7,-1,1,1,0,4,9,1,-3
Cc1noc(C)c1C(=O)OCC(=O)Nc1ccc(N2CCOCC2)cc1,-1,2,-5,-8,2,-1,3,7,-3,-7
COc1ccc(CCN2C(=O)C3C4CC(C5C(C(=O)NN)=NOC45)C3C2=O)cc1OC (centres undefined),-1,6,-5,4,5,0,-1,8,2,12
Cc1nc2ccccc2nc1CC(O)(c1ccccc1)c1ccccc1,1,-2,-6,-5,10,-5,1,-14,-1,2
O=C(NC(=S)Nc1c(F)cc(F)cc1Br)c1ccc2c(c1)OCCO2,1,-14,4,-2,6,-9,6,24,-1,-24
Cn1cccc1Cc1nnc(SCC(=O)Nc2ccc3c(c2)OCO3)n1CCc1ccccc1,2,4,0,-13,-4,3,0,-5,8,-2
O=C(c1ccco1)N1CCN(C2CN(Cc3ccc([N+](=O)[O-])cc3)S(=O)(=O)C2)CC1 (centres undefined),1,1,5,6,-5,9,-7,7,2,5
Cc1c(Oc2ccc(C(F)(F)F)cc2[N+](=O)[O-])ccc2c3c(c(=O)oc12)CCC3,2,-2,5,5,4,4,2,3,-3,-10
CC1(C(=O)OCC(=O)Nc2cc(S(=O)(=O)N3CCOCC3)ccc2Cl)CC1(Cl)Cl (centres undefined),5,-1,7,5,-12,-12,1,0,5,-10
